Assay outcomes deposited in PubChem by National Center for Advancing Translational Sciences (NCATS).
GLS inhibitor – qHTS for Inhibitors of Glutaminase (GLS). 410,000 compounds, 0.21% hits. Potency, µM (top dose mostly 45.5 µM), for the others: top-dose activity change, negative = inhibition, hits mostly inhibitors. GLS enzymatic activity, qHTS titration; note: % is set by controls: 0 for no effect and ±100 for the full control effect
Target sequence (O94925 whole entry, looked up): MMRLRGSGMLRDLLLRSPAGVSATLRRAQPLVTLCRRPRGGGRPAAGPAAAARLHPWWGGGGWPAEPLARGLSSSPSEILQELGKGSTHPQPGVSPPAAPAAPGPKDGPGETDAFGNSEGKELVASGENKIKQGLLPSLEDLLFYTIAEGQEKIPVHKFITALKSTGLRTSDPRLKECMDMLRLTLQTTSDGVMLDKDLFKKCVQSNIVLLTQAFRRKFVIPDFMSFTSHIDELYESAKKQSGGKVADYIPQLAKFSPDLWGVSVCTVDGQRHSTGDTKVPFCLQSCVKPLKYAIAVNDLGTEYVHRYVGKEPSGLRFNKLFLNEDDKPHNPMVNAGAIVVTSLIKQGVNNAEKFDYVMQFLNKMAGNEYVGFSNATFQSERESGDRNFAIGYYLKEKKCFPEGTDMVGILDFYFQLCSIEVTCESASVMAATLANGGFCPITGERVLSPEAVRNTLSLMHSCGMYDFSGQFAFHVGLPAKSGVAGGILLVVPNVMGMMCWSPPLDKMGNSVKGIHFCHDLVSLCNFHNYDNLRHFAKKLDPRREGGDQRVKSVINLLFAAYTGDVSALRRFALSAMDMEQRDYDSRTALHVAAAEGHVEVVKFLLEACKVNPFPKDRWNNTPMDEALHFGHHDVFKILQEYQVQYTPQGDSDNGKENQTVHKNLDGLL
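Compounds were pin-transferred onto hKGA, after which L-glutamine (1 mM solution) and a detection mix of glutamate oxidase, HRP and Amplex Red were added. Initial and 30 min RT fluorescence reads were collected.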
PGK inhibitor – qHTS Assay to Find Inhibitors of Phosphoglycerate Kinase; Phosphoglycerate kinase, glycosomal (Trypanosoma brucei brucei), P07378; PGK/GAPDH coupled, Kinase-Glo luminescence, 60 min; Potency, µM (titrated, usually from 57.5 µM), for the others: at the top dose activity change, negative = inhibition, actives largely listed as inhibitors; 380,000 compounds, 0.043% hits; AID 602233, 2012; note: % is set by controls: 0 for no effect and ±100 for the full control effect; nearly all actives have a fitted effect of over 60% in size
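Recombinant glycosomal PGK reaction used 1,3-bisphosphoglycerate generated in-well by GAPDH (100nM final) in 100mM TEA pH 7.6, 5mM MgCl2, 0.01% Tween-20. After 60 minutes at room temperature, ATP was read by Kinase-Glo Plus luminescence end-point.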
HP1b binding inh – HTS for Inhibitors of HP1-beta Chromodomain Interactions with Methylated Histone Tails; Chromobox protein homolog 1 (Homo sapiens), P83916; Potency, µM (doses to about 114 µM), inactives show top-dose activity change, negative = inhibition, hits mostly inhibitors; AlphaScreen HP1-beta / biotin-H3K9me3 peptide binding; 390,000 compounds, 0.56% hits; note: nearly all actives have a fitted effect of over 70% in size; inactives centre near 23
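AlphaScreen: HP1-beta (50 nM) preformed 30 min with biotin-H3(1-18)K9me3 peptide (50 nM) in PBS pH 7.4, 0.01% Tween-20. Compound added for 30 min at RT, then streptavidin donor/nickel chelate acceptor beads (10 ug/mL) for 30 min.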
ERG Ets-DNA blk – qHTS for Small Molecule Inhibitors of the ERG Ets/DNA interaction; fluorescence polarization, His-ERG Ets domain / labelled DNA; 370,000 compounds, 0.028% hits; Potency, µM (doses to about 76.9 µM), inactives show at the highest dose FP activity, negative = inhibition, hits mostly inhibitors; AID 624246, 2012; active = well fitted inhibition curve with a large enough effect in the polarisation, with a control signal flat; inconclusive = small, poorly fitted or top-dose-only effect, or effect the other way, or a change in a side signal; inactive = no such curve, though single readings can be large or run the other way; the % refers to the polarisation;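 note: polarization taken with two DNA probes labelled with fluorescein and Texas red; % of control where 0% means no effect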
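His-tagged ERG Ets domain (1 uM in the protein solution; 300mM KCl, 50mM Tris-HCl, 1mM EDTA, 1mM DTT, pH 7.5) received compound, then a probe mix of 5 nM fluorescein-DNA and 100nM Texas-615-DNA. Fluorescence polarization was read for both dyes.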
rTrxR1 inhibitor – qHTS Assay for Inhibitors of Mammalian Selenoprotein Thioredoxin Reductase 1 (TrxR1): qHTS | Thioredoxin reductase 1, cytoplasmic (Rattus norvegicus), O89049 | 390,000 compounds, 1% hits | Potency, µM (highest dose often 114 µM), without a hit: at the top dose activity change, negative = inhibition, actives largely listed as inhibitors | recombinant rTrxR1, NADPH fluorescence consumption, selenite substrate; note: % is set by controls: 0 for no effect and ±100 for the full control effect; nearly all actives have a fitted effect of over 65% in size
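Rat TrxR1 (90 nM in the dispensed reagent) was pre-reduced with 400 uM NADPH for 5 min at room temperature, then incubated with compound for 15 min. After 400 uM selenite was added, NADPH fluorescence (Ex 340/Em 450 nm) was followed for 8 min.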
JMJD2A Tudor inh – qHTS Assay for Inhibitors of JMJD2A-Tudor Domain. Lysine-specific demethylase 4A (Homo sapiens), O75164. AlphaScreen JMJD2A-Tudor / H3K4me3 peptide binding. Potency, µM (doses to about 114 µM), without a hit: at the top dose activity change, negative = inhibition, most hits filed as inhibitors. 390,000 compounds, 4.4% hits; note: % is set by controls: 0 for no effect and ±100 for the full control effect; nearly all actives have a fitted effect of over 50% in size
Pin1 inh – qHTS Assay to Find Inhibitors of Pin1. Potency, µM (series often up to 115 µM), inactives show at the top dose activity, negative = inhibition, actives largely listed as inhibitors. Pin1 FP peptide displacement, HiFluor488, 10 min. 390,000 compounds, 0.009% hits; active = well fitted inhibition curve with a large enough effect in the polarisation, with a control signal flat, not every such curve was filed as active; inconclusive = small, poorly fitted or top-dose-only effect, or effect the other way, or a change in a side signal; inactive = no such curve, though single readings can be large or run the other way; the % refers to the polarisation; note: % is set by controls: 0 for no effect and ±100 for the full control effect
Target sequence (Q13526 whole entry, looked up): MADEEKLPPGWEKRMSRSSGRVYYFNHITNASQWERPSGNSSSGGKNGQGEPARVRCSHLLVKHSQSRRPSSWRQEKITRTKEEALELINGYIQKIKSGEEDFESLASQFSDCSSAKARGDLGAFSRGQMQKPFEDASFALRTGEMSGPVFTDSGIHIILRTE
ALOX12 inh – Primary qHTS assay for inhibitors of human arachidonate 12S-lipoxygenase (ALOX12): Round 2 | Polyunsaturated fatty acid lipoxygenase ALOX12 (Homo sapiens), P18054 | Potency, µM (doses to about 108 µM), for inactives: top-dose activity change, negative = inhibition, most hits filed as inhibitors | 580,000 compounds, 1.1% hits | purified 12hLO, xylenol orange hydroperoxide absorbance; note: % is set by controls: 0 for no effect and ±100 for the full control effect
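Purified human 12hLO at 150 nM in 25 mM Hepes, 0.01% Triton X-100, pH 7.0, preincubated 15 min at room temperature with compound. Reaction started with 40 uM arachidonic acid, 30 min at room temperature. Hydroperoxide measured by Fe-xylenol orange, 573/405 nm absorbance ratio.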
RGS4 inhibitor – Inhibitors of Regulator of G Protein Signaling (RGS) 4: qHTS; AID 504845, 2011; Transcreener GDP fluorescence polarization, RGS4-accelerated GTP hydrolysis; Regulator of G-protein signaling 4 (Homo sapiens), P49798; 390,000 compounds, 0.039% hits; Potency, µM (series often up to 114 µM), without a hit: at the top dose activity change, negative = inhibition, actives largely listed as inhibitors; note: % is set by controls: 0 for no effect and ±100 for the full control effect; nearly all actives have a fitted effect of over 75% in size; some results filed as inactive show a strong effect at the top dose
Target sequence (P49798 whole entry, looked up): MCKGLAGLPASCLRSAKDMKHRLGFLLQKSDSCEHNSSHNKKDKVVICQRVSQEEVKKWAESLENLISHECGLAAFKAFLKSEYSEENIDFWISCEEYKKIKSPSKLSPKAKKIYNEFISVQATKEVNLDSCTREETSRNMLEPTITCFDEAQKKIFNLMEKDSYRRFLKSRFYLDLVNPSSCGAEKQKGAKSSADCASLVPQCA
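MLSMR compounds (23 nl, pin-transferred) preincubated 10 min at room temperature with a 500nM (2x) first reagent, then RGS4 at 900nM (2x) plus Transcreener GDP mix added; fluorescence polarization (620/688 nm) read before and after 90 min at 30 °C.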
Numbers without * were called inactive; i = inactive; u = inconclusive; x = no result given; & = joins results of further samples; [ ] = dose if it differs, or a comment. Unless noted, calls come from the whole dose curve; as a rule, active = well fitted curve in the direction sought with a large enough effect; inconclusive = small, poorly fitted or top-dose-only effect, or another doubt; inactive = no such curve, though single readings can be large; an effect the other way counts as inactive or inconclusive. Potency is the fitted concentration of half-maximal effect. A portion of the library; count on the stated rates, not on these rows.

SMILES	GLS inhibitor	PGK inhibitor	HP1b binding inh	ERG Ets-DNA blk	rTrxR1 inhibitor	JMJD2A Tudor inh	Pin1 inh	ALOX12 inh	RGS4 inhibitor
CN(CCc1ccccn1)C(=O)CCC1CCCN(C(=O)c2cscn2)C1 (stereo not given)	3%	-4%	62%[activator]	6%	30%	-11%	-2%	0%	-7%
COc1cc(NC(=S)NCc2cccs2)cc(OC)c1	2%	3%	29%	-1%	-17%	-6%	-3%	u	-16%
COc1cc(/C=N/NC(=O)C2CC(=O)N(c3ccc(C)cc3)C2)cc(OC)c1OC (stereo not given)	-6%	-4%	23%	-4%	11%	9%	3%	-10%	-8%
COc1ccc(C(=O)NC2CCCCC2)cc1OC1CCN(C(C)C)CC1	-1%	2%	21%	1%	3%	0%	-11%	-3%	16%
Cc1cc(NC(=O)CCC(=O)N(CC(=O)NC2CCCC2)Cc2ccco2)no1	-7%	-6%	41%[activator]	-7%	-1%	2%	0%	-1%	-12%
CCN1CCc2c(OCC(=O)Nc3cccc(C)c3)cccc2C1=O	-7%	0%	27%	-1%	6%[57.1 µM]	-8%	-2%	-4%	-7%
CCCCOc1ccc(C(=O)N/C(=C/c2cccc([N+](=O)[O-])c2)C(=O)O)cc1	-5%	-4%	23%	9%	36%	-8%	x	u	-35%
CCOc1ccc(OCC)c(NC(=O)c2cc(C)nc3c2c(C)nn3-c2cccc(Cl)c2C)c1	1%	-3%	29%	-1%	12%	2%	u	1%	-23%
CSc1ccccc1NC(=O)CN(C)CC(=O)c1[nH]c(C)c(C(C)=O)c1C	6%	-5%	-4%	1%	-52%	-29%	3%	u	-47%
O=C(Nc1ncccc1O)c1cccc(S(=O)(=O)N2CCN(c3ccc(F)cc3)CC2)c1	16%	i	7%	-5%	-5%	-32%	-3%	1%	-16%
Cc1cccc(NC(=O)CSCC(=O)OCc2ccccn2)c1	3%	-5%	5%	-9%	4%[57.1 µM]	u	-16%	-2%	0%
COc1cc(OC)c2ccc(=O)oc2c1C(CCN1CCCCC1)c1ccc(N(C)C)cc1 (stereo not given)	20%	-6%	-32%&-9%	3%	-6%&-6%	35µM*	-9%&0%	-5%	20%&8%
O=C(/C=C/c1ccc(Cl)cc1Cl)OCC(=O)N1CCCC1	1%	-6%	29%	2%	-5%	2%	0%	-19%	-52%
Cc1ccc(S(=O)(=O)NC(Cc2ccc(Cl)cc2)C(=O)O)cc1 (stereo not given)	2%	0%	33%	-12%	12%	-6%	-8%	x	4%
Cc1nnc(NC(=O)CSc2nnc(C)c(=O)n2N)s1	9%	-10%	7%	8%	-1%	-16%	1%	-12%	2%
CCS(=O)(=O)n1nc(-c2ccco2)nc1N	16%	-5%	22%	u	7%	-18%	0%	2%	-16%
Cc1c(C)c2ccc(OCC(=O)NCCN3CCOCC3)c(C)c2oc1=O	-11%	6%	64%[activator]	-3%	13%	-5%	0%	-2%&-3%	33%[56.9 µM]
COc1ccc(C(=O)N2CCC(C(=O)Nc3cccc(C)c3)CC2)cc1OC	11%	-2%	8%	x	21%	-8%	1%	1%	18%
Cc1ccc(C23CC4CC(CC(NC(=O)NN)(C4)C2)C3)cc1	-9%	-4%	21%[57 µM]	0%	20%	-22%	-11%	22%	2%
CCCCCc1nc2sc3c(c2c(=O)n1NC(=O)c1ccc([N+](=O)[O-])cc1)CC(C)(C)OC3	8%	-1%	-19%	-5%	8%[57.1 µM]	u	0%	-16%	-8%

No new results follow: entries from further up.
SMILES	GLS inhibitor	PGK inhibitor	HP1b binding inh	ERG Ets-DNA blk	rTrxR1 inhibitor	JMJD2A Tudor inh	Pin1 inh	ALOX12 inh	RGS4 inhibitor
CN(CCc1ccccn1)C(=O)CCC1CCCN(C(=O)c2cscn2)C1 (stereo not given)	3%	-4%	62%[activator]	6%	30%	-11%	-2%	0%	-7%
COc1cc(NC(=S)NCc2cccs2)cc(OC)c1	2%	3%	29%	-1%	-17%	-6%	-3%	u	-16%
COc1cc(/C=N/NC(=O)C2CC(=O)N(c3ccc(C)cc3)C2)cc(OC)c1OC (stereo not given)	-6%	-4%	23%	-4%	11%	9%	3%	-10%	-8%

5 entries from above in a different format:
SMILES | GLS inhibitor | PGK inhibitor | HP1b binding inh | ERG Ets-DNA blk | rTrxR1 inhibitor | JMJD2A Tudor inh | Pin1 inh | ALOX12 inh | RGS4 inhibitor
Cc1cccc(NC(=O)CSCC(=O)OCc2ccccn2)c1 | 3% | -5% | 5% | -9% | 4%[57.1 µM] | u | -16% | -2% | 0%
Cc1ccc(S(=O)(=O)NC(Cc2ccc(Cl)cc2)C(=O)O)cc1 (stereo not given) | 2% | 0% | 33% | -12% | 12% | -6% | -8% | x | 4%
COc1cc(OC)c2ccc(=O)oc2c1C(CCN1CCCCC1)c1ccc(N(C)C)cc1 (stereo not given) | 20% | -6% | -32%&-9% | 3% | -6%&-6% | 35µM* | -9%&0% | -5% | 20%&8%
COc1ccc(C(=O)N2CCC(C(=O)Nc3cccc(C)c3)CC2)cc1OC | 11% | -2% | 8% | x | 21% | -8% | 1% | 1% | 18%
Cc1ccc(C23CC4CC(CC(NC(=O)NN)(C4)C2)C3)cc1 | -9% | -4% | 21%[57 µM] | 0% | 20% | -22% | -11% | 22% | 2%

The listing continues.
SMILES	GLS inhibitor	PGK inhibitor	HP1b binding inh	ERG Ets-DNA blk	rTrxR1 inhibitor	JMJD2A Tudor inh	Pin1 inh	ALOX12 inh	RGS4 inhibitor
CN1CCN(c2nc3ccccn3c(=O)c2/C=C(\C#N)S(=O)(=O)c2ccc(Cl)cc2)CC1	1%	-4%	u	1%	14%	-36%	3%	u	6%
CCSc1nnc(NC(=O)C(C)(C(F)(F)F)C(F)(F)F)s1	-11%	0%	35%[activator]	1%	-29%	u	-6%	-31%	23%
CCc1ccc(-n2nc3cc(C)c(N)cc3n2)cc1	4%	6%	-2%	1%	13%	89µM*	2%	20µM*	-54%
O=C(CN1C2CCCC1CC(NC(=O)C1CCCCC1)C2)Nc1ccccc1 (stereo not given)	2%	-5%	19%	5%	12%	-9%	-6%	-20%	-13%
CC(=O)c1ccc(Nc2cc(C)nc3c(C)cc(C)cc23)cc1	0%	8%	24%	6%	-2%	-1%	0%	-7%	8%
CCOC(=O)c1[nH]c2ccc(F)cc2c1NC(=O)CCN1CCOCC1	0%	-4%	5%	8%	1%[57.1 µM]	-2%	5%	-17%	21%
Cc1cc(C)cc(NC(=O)NCC(O)COc2ccc([N+](=O)[O-])cc2)c1 (stereo not given)	-4%	-3%	24%	-1%	7%	-23%	u	182%[activator]	-4%
CC(=O)c1ccccc1C(=O)NCc1cccnc1	-9%	i	65%[activator]	3%	-6%	-1%[57.1 µM]	2%	-10%	-24%
O=S(=O)(c1cccc(-c2n[nH]c(=S)n2-c2cccc(C(F)(F)F)c2)c1)N1CCOCC1	19%	-2%	24%	-7%	u	u	-8%	u	-27%
CSc1cccc(NC(=O)CN(C)S(=O)(=O)c2cnc[nH]2)c1	-5%	-8%	58%[activator]	-21%	19%	-16%	-10%	2%	-12%[56.9 µM]
N#C/C(=C\c1cccnc1)C(=O)Nc1cccc2ccccc12	19%	-1%	3%	3%	u	-26%	-3%	u	u
CCn1c(=O)cc(OCC(=O)NCc2ccco2)c2ccccc21	-3%	-2%	9%	4%	-34%	u	u	-29%	-39%
CC1(C)Cc2c(c(-c3ccco3)[nH]c(=O)c2C#N)CO1	3%	-5%	58%	4%	u	1%	u	-26%	-31%
Cc1c(Cl)cccc1NC(=S)/C(=C(\[O-])c1ccc(Cl)s1)[n+]1ccccc1	11%	-5%	u	4%	-19%	45µM*	12%	u	-26%
CCOC(=O)c1c(N2C(=O)C3CC(C)=C(C)CC3C2=O)sc(C)c1C (stereo not given)	0%	0%	10%	x	4%	-7%	0%	5%	28%
CCn1c(-c2cccnc2Cl)nc2cc(C)c(C)cc21	1%	1%	14%	0%	14%[57.1 µM]	-5%	0%	-6%	26%
CS(=O)(=O)N1CCN(c2ccc([N+](=O)[O-])c3cccnc23)CC1	0%	-9%	20%	-5%	16%	-21%	1%	0%	-1%
CC(C)CCNC(=O)C1CC2Cn3c(nc4cc(Cl)c(Cl)cc43)C2N1C (stereo not given)	-8%	-8%	43%[activator]	-9%	12%	-4%	4%	-24%	6%
C[C@@H]1CN([C@H](C)CO)C(=O)c2cc(NC(=O)C3CCCCC3)ccc2O[C@@H]1CN(C)Cc1ccncc1	-5%	-1%	63%[activator]	-2%	-14%	-5%	1%	0%	-16%
COc1cccc(N2CCN(C(=O)c3cc4c(=O)n(Cc5cccs5)ccc4nc3C)CC2)c1	0%	-1%	-21%	-3%	17%[57.1 µM]	u	12%	-27%	-4%
